From PubChem
Mito fusion yeast = qHTS Assay for Small Molecule Inhibitors of Mitochondrial Division or Activators of Mitochondrial Fusion; S. cerevisiae fusion-defective mutant growth rescue, CellTiterGlo 48 h; Potency, µM (top dose mostly 46.1 µM), inactives show at the highest dose growth rescue (activation), hits mostly activators; 320,000 compounds, 0.23% hits; AID 485298, 2010;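 note: potency is the fitted concentration of half-maximal effect; % of control where 0% means no effect; nearly all actives have a fitted effect of over 45% in size; temperature-sensitive fusion mutants such as fzo1-1 at 37 °C on non-fermentable ethanol glycerol medium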
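S. cerevisiae fusion-defective temperature-sensitive mutants (e.g. fzo1-1, mgm1-5) grown 48 h at 37C in YPEG (ethanol/glycerol non-fermentable) medium with 23 nl compound per well; growth rescue read as CellTiterGlo luminescence.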
Eya2 inh = qHTS Assay for Inhibitors of the Phosphatase Activity of Eya2; 330,000 compounds, 0.006% hits; recombinant Eya2, OMFP fluorescence dephosphorylation (OMFP is methylfluorescein phosphate); AID 488837, 2010; Potency, µM (doses to about 76.9 µM), inactives show at the top dose activity, negative = inhibition, hits mostly inhibitors; note: potency is the fitted concentration of half-maximal effect; % is set by controls: 0 for no effect and ±100 for the full control effect
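Eya2 protein (added as 0.2 uM solution) was preincubated with compound for 10 min at ambient temperature in 50 mM HEPES pH 7.5, 50 mM NaCl, 5 uM MgCl2, 0.05% BSA, 1 mM DTT. OMFP (added at 50 uM) then reacted 10 min; fluorescence read at 485/525 nm.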
ELG1 DNA repair = qHTS screen for small molecules that inhibit ELG1-dependent DNA repair in human embryonic kidney (HEK293T) cells expressing luciferase-tagged ELG1; Potency, µM (highest dose often 46.1 µM), inactives show at the highest dose activity change, negative = inhibition, most hits filed as inhibitors; 330,000 compounds, 2.3% hits; HEK293T ELG1-luciferase reporter, luminescence, 16 h; DNA damage induced by 5-fluorouridine; note: potency is the fitted concentration of half-maximal effect; % is set by controls: 0 for no effect and ±100 for the full control effect; nearly all actives have a fitted effect of over 55% in size
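Overnight (16 hr) co-exposure of 2,000 cells/well to 5-fluorouridine and compound at 37 °C preceded detection. Luciferase was quantified via ONE-Glo luminescence; loss of signal denotes inhibition.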
TCR act = Activators of T cell receptors: qHTS campaign; primary human leukocytes, anti-CD3, IL-2 HTRF, 48 h; Potency, µM (series often up to 9.22 µM), without a hit: at the highest dose activation of IL-2 secretion, usual class: activators; 330,000 tested, under 10 active; AID 504894, 2011; note: % of control where 0% means no effect
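48 hr co-incubation of compounds, a-CD3 beads and primary human leukocytes; IL-2 quantified homogeneously by HTRF with anti-IL-2 K and d2 conjugates.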
KCNH2 WT inh = qHTS for Inhibitors of KCHN2 3.1: Wildtype qHTS; Voltage-gated inwardly rectifying potassium channel KCNH2 (Homo sapiens), Q12809; U2OS, BacMam KCNH2, thallium flux FluxOr; hits give low values; activity change, % at 1.84 µM; 340,000 compounds, 0.37% hits; AID 720551, 2013;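 active = maximum activity change below -70%; inconclusive = maximum activity change between -70% and -50%; inactive = maximum activity change above -50%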; note: % is set by controls: 0 for no effect and ±100 for the full control effect
Target sequence (Q12809 whole entry, looked up): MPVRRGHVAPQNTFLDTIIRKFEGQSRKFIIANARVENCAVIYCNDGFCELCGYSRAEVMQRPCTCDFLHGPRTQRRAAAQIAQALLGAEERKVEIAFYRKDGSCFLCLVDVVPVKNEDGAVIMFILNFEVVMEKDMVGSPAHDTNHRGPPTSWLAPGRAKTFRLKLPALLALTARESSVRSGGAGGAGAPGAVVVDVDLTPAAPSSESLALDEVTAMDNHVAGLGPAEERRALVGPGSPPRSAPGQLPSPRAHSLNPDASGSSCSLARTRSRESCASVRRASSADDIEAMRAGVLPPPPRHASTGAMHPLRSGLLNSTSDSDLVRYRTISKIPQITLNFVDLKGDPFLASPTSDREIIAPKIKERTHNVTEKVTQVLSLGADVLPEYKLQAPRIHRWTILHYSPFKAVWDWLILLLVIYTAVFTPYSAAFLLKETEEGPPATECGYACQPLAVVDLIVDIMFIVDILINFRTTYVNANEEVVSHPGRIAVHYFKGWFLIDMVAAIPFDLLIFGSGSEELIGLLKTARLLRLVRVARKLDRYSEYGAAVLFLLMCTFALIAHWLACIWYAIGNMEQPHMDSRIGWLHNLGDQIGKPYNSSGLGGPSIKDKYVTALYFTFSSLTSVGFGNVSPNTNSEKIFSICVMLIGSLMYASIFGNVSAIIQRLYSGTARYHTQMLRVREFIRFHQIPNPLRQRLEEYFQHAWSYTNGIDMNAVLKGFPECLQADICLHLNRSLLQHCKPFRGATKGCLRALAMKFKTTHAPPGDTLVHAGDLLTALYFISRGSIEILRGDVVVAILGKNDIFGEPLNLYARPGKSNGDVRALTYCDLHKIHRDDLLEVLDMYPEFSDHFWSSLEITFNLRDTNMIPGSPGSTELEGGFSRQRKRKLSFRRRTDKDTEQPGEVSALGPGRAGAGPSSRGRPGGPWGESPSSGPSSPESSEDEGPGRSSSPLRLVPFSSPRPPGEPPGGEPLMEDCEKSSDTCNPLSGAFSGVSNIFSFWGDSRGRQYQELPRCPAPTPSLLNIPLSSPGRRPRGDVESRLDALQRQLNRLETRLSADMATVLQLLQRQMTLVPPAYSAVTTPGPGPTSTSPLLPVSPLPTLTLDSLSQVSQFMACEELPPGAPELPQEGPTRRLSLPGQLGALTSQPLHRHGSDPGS
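U2OS cells were transduced with wild-type KCNH2 virus (2.03 x 10^8 / mL) for 4 h at room temperature, then cultured overnight at 37 C. Thallium flux was read with FluxOr dye. Rate constants were normalized to DMSO controls.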
A-T KAP1 phos = qHTS Assay for Identifying a Potential Treatment of Ataxia-Telangiectasia; 320,000 compounds, 0.19% hits; Potency, µM (titrated, usually from 57.5 µM), for inactives: at the highest dose activation, usual class: activators; AID 485349, 2010; […] A-T fibroblasts, KAP-1 phosphorylation AlphaLISA; neocarzinostatin DNA damage 30 min before lysis; note: potency is the fitted concentration of half-maximal effect; % of control where 0% means no effect; nearly all actives have a fitted effect of over 45% in size
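ATM-like activity read as KAP-1 phosphorylation via AlphaLISA donor/acceptor antibody pairs after lysis and 6 hr at 25C. Cells were ATM-null patient fibroblasts ([…], hTERT), dosed 60 min, then exposed to the DSB inducer NCS for 30 min.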
TSHR antagonist = Antagonists of the Thyroid Stimulating Hormone Receptor: HTS campaign; TSHR-expressing cells, TSH-stimulated cAMP HTRF, 2 h; hits give low values; 330,000 compounds, 0.2% hits; activity change, negative = inhibition, % at 11.5 µM;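 active = activity change below a set negative limit, meaning inhibition stronger than a set level, cut at about -70% in these data; inconclusive = activity change between two set negative limits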; note: % is set by controls: 0 for no effect and ±100 for the full control effect
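Competitive HTRF cAMP read-out (cryptate anti-cAMP antibody, cAMP-d2; 30 min, room temperature) in freshly harvested TSHR cells. Compounds added before TSH at EC80 (4nM final), followed by 2 hours' incubation at 37 deg C.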
TRPV1 agonist = HTS Assay for Compounds that Act as Agonists of the Vanilloid Receptor 1; activation, % at 8.33 µM; TRPV1-expressing cells, Fluo-8 calcium influx, agonist mode; Transient receptor potential cation channel subfamily V member 1 (Homo sapiens), Q8NER1; 320,000 compounds, 0.19% hits; in the data active = activation above about 80%; inconclusive = between about 30% and that limit; note: 0% is about no effect
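Fluo-8 calcium influx in TRPV1-expressing cells, kinetic read (ex 480/em 520 nm). Compound added and read 3 min for agonist activity, followed by capsaicin at EC20 final and 2 min further read for enhancement.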
USP2a inh = qHTS Assay for Inhibitors of Ubiquitin-specific Protease USP2a Using CHOP2 as the Reporter; Ubiquitin carboxyl-terminal hydrolase 2 (Homo sapiens), O75604; USP2 core, Ub-CHOP2 coupled fluorogenic reporter, 485/531; Potency, µM (series often up to 38.3 µM), without a hit: at the highest dose activity change, negative = inhibition, usual class: inhibitors; 330,000 compounds, 0.01% hits;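 note: potency is the fitted concentration of half-maximal effect; plate controls were DMSO wells for no effect and full inhibition by NEM control for full effect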
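Cell-free coupled assay: 10nM USP2 core preincubated 30min RT with compound in Tris-HCl pH 8.0/CaCl2/CHAPS buffer, then 25nM Ub-CHOP2 and 25nM reporter substrate; fluorescence (Ex 485/Em 531) read after 60min RT, normalized to NEM inhibition, concentration-response curves fitted.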
KCNH2 3.1 block = qHTS for Inhibitors of KCHN2 3.1: Mutant qHTS. Potassium voltage-gated channel subfamily H member 2, brain isoform KCNH2 3.1 (human). activity change, % (tested at about 1.8 µM). 340,000 compounds, 0.95% hits. U2OS KCNH2 3.1, thallium flux FluxOr; hits give low values;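 active = maximum activity change below -70%; inconclusive = maximum activity change from -70% to -50%; inactive = maximum activity change above -50%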;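 note: thallium influx rate constant from kinetic fluorescence after stimulation buffer; % is set by controls: 0 for no effect and ±100 for the full control effect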
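Virally transduced U2OS (3.1 isoform, 4 h infection in dark at RT) → overnight 37 C → FluxOr + Red40 in HBSS/HEPES, 45 min → stimulation buffer, 2 min kinetic read → rate constant vs DMSO controls.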
Starred values were filed as active, the others as inactive; ? = inconclusive; / = no result given; [ ] = remark or other dose. Unless noted, calls come from the whole dose curve; as a rule, active = well fitted curve in the direction sought with a large enough effect; inconclusive = small, poorly fitted or top-dose-only effect, or another doubt; inactive = no such curve, though single readings can be large; an effect the other way counts as inactive or inconclusive. These rows are one share of the data; rates above refer to the full screens.

SMILES	Mito fusion yeast	Eya2 inh	ELG1 DNA repair	TCR act	KCNH2 WT inh	A-T KAP1 phos	TSHR antagonist	TRPV1 agonist	USP2a inh	KCNH2 3.1 block
CC(=O)Nc1ccc(S(=O)(=O)N(Cc2ccco2)CC2CCCO2)cc1 (centres undefined)	1%	13%	2%	-3%	-9	1%	8	2	2%	2
O=C(c1ccc(Br)o1)N1CCN=C1SCc1cccc(F)c1	5%	-12%	4%	2%	0	8%	9	16	2%	-6
Cc1ccc(CNC(=O)CCC(=O)Nc2nnc(C)s2)cc1	-1%	-3%	21%	5%	18	22%	13	-1	0%	-3
Cc1ccc(S(=O)(=O)N2CCN(S(=O)(=O)c3ccc(C)cc3)C3OCCOC32)cc1 (centres undefined)	2%	-7%	14%	-1%	20	16%	-2	2	-6%	-9
COCCNC(=O)CSc1nc(-c2ccccc2)cs1	1%	-14%	?	5%	5	3%	-3	-1	0%	5
CCCCN(Cc1nc2ccccc2c(=O)[nH]1)C(=O)COc1ccc(F)cc1Cl	11%	-4%	-11%	6%	10	11%	-4	0	0%	-5
CC(C(=O)Nc1ccc(F)c(F)c1F)N(C)CC(=O)Nc1ccccc1Br (centres undefined)	-7%	0%	-1%	2%[46.1 µM]	-18	3%	3	28	-1%	/
CCOc1ccc(N(CC(=O)NCc2ccco2)S(=O)(=O)c2ccc(OC)c(OC)c2)cc1	-1%	-5%	0%	-1%	3	1%	3	1	3%	-23
CC(=O)Nc1ccc(S(=O)(=O)N[C@@H](C)C(=O)NC2CCCc3ccccc32)cc1 (some centres undefined)	/	-37%	-3%	-8%	-11	4%	-9	/	-2%	15
COc1cc(OC)c(C(=O)NNC(=O)c2ccccc2-n2cccc2)cc1OC	/	-22%	?	2%	4	1%	/	/	-6%	-5
O=C(CSc1nnc(CN2CCCCCC2=O)n1-c1ccccn1)NCC(F)(F)F	-2%	-2%	0%	/	-7	-18%	17	-6	1%	1
CCOC(=O)c1c(C)[nH]c(C)c1C(=O)COC(=O)CSc1ccc(C)cc1	/	-28%	-6%	2%	2	7%	/	/	1%	25
COc1ccc(C(=O)NN=C2CCCC2)cc1OC	3%	8%	-9%	-8%	0	9%	-10	-3	0%	-1
CCN(CC)C(=O)COc1ccc(/C(C)=N/Nc2ncc(Cl)cc2Cl)cc1	2%	-17%	-22%	0%	4	-8%	4	3	0%	13
CN(C)c1nc(N/N=C/c2c[nH]c3ccccc23)nc(N2CCOCC2)n1	29%	8%	-23%	-2%	3	0%	-9	7	5%	-17
O=c1[nH]cc(O)c(=O)[nH]1	1%	4%	-19%	-2%	3	1%	3	-1	13%	-11
Cc1ccc(C(=O)NN2C(=O)/C(=C/c3cccn3C)SC2=S)cc1	24%	-1%	?	-5%[46.1 µM]	-3	-13%	-17	11	3%	1
COc1ccc(CN2CCC(C(=O)N(C)CCc3ccc(OC)c(OC)c3)CC2)c(OC)c1	3%	11%	-3%	2%	19	-1%	-2	4	-2%	-13
O=Cc1ccc(N2CCCCCC2)cc1	-2%	8%	?	-2%	-7	4%	7	0	3%	-9
Cc1cc(-c2nnc(CCC(=O)N(C)Cc3ccsc3)o2)no1	10%	4%	17%	-9%	-7	3%[11.5 µM]	4	-4	-1%	-1
COc1ccc(F)cc1S(=O)(=O)Nc1cc2c3c(c1)CCN3C(=O)CC2	-5%	9%	?	-2%	-10	6%	39	6	1%	-5
N=C1S/C(=C\c2ccc(-c3ccccc3C(=O)O)o2)C(=O)N1c1ccc2c(c1)OCO2	5%	7%	-16%	-1%	0	-1%	-1	3	-12%	19
COc1ccc(NC(=O)Nc2ccc3c(c2)C(=O)N([C@H](C)CO)C[C@H](C)[C@@H](CN(C)C(=O)Nc2ccc4c(c2)OCO4)O3)cc1	/	-31%	24%	3%	18	3%	0	/	5%	-1
CC(C)(C)C(=O)NC(=S)Nc1ccccc1C(=O)NC1CCCCC1	-2%	-10%	?	4%	-3	-5%	-2	-1	-2%	1
CCCCNC(=O)Oc1c(Br)cc2sc(=O)oc2c1Br	3%	5%	5%	/	/	-6%	-11	0	0%	/
CCOc1ccc(C(=O)OCC(=O)Nc2ccc3c(c2)OCCO3)cc1OC	0%	8%	28%	0%	15	-2%	-3	-2	0%	0
O=C(/C=C/c1cn(CC(O)CN2CCCCCC2)c2ccccc12)c1cccs1 (centres undefined)	13%	-3%	23%	-3%	-1	9%	-1	12	11%	-86*
CCOC(=O)c1sc(=S)n(C)c1NC(=O)c1ccc(C(C)(C)C)cc1	9%	-4%	?	5%	2	12%	-6	15	0%	-4
Cc1csc(NC(=O)c2cccc(S(=O)(=O)N3CCN(C)CC3)c2)n1	-7%	6%	?	0%	3	-2%	18	-6	3%	-9
O=C(O)CC(NS(=O)(=O)c1cccc2nsnc12)c1ccc(F)cc1 (centres undefined)	-1%	-18%	-4%	7%	-3	-3%	4	-3	0%	3
C=CCNC(=O)c1cccc2c1C(=O)c1ccc(N3CCOCC3)cc1S2(=O)=O	/	-1%	1%	-5%	-9	-11%	14	/	7%	13
CCN(Cc1ccccc1)C(=O)c1ccc(N(C)S(=O)(=O)c2ccc(C)cc2)cc1	5%	-5%	0%	1%	-4	6%	-9	-4	-2%	-2
N=C1SCC(=O)N1c1nc(-c2ccccc2)cs1	-3%	-7%	?	-2%	-9	-9%	-29	-2	3%	-8
CCOc1ccccc1C(=O)NC(C(=O)NCc1ccccc1OC)C(C)C (centres undefined)	-2%	10%	?	-2%	/	0%	-5	16	0%	-13
CCOC(=O)c1ccc(OCc2nc(-c3cccs3)no2)cc1	9%	13%	19%	-25%	-4	9%	-7	1	-1%	?
Cn1c(C(=O)N2CCC(C(=O)NCc3ccccc3)CC2)cc2sccc21	-1%	4%	-11%	3%	-3	-3%	6	2	3%	-17
C=CCN1C(c2ccc(OCC)cc2)=CS/C1=C(\C#N)c1nnc2n1CCCCC2	13%	-21%	?	-2%	3	-5%	4	5	0%	-1
O=C(/C=C/c1ccc([N+](=O)[O-])cc1)c1ccco1	3%	3%	-12%	0%	10	-4%	2	?	-2%	-8
CC1Sc2ccc(S(=O)(=O)N3CCC(C(=O)Nc4cccc(Cl)c4)CC3)cc2NC1=O (centres undefined)	-1%	-4%	?	-2%	8	-2%	-23	21	0%	-7
CCOc1ccc(OCC)c(NC(=O)CCCN2C(=S)NC(C)(C)CC2C)c1 (centres undefined)	-7%	0%	-15%	7%	-9	-2%	0	9	3%	7
O=[N+]([O-])c1ncn(C23CC4CC(CC(C4)C2)C3)n1	-3%	-2%	?	-2%	-8	30%	6	-2	3%	2
CCOC(=O)c1c(NC(=O)c2cc(C)on2)c2cc([N+](=O)[O-])ccc2n1C	-1%	-27%	8%	-3%	7	6%	-2	0	0%	-20
N#CCc1ccc(OC(=O)c2cccnc2)cc1	1%	8%	0%	1%	-5	-2%	5	1	-1%	-22
COc1ccc(-c2cc(C(=O)N3CCCCCC3)c3cc(C)ccc3n2)cc1	4%	-1%	8%	10%	-14	-4%	39	?	1%	-19
CCOC(=O)c1c(C)[nH]c(C(=O)CSc2nccc(C)n2)c1C	-7%	8%	?	7%[46.1 µM]	-4	-1%	-11	-1	1%	-7
CCN(CC)S(=O)(=O)c1ccc(-c2nnco2)cc1	-2%	4%	1%	-10%[46.1 µM]	-6	1%	5	-2	2%	16
COC(=O)c1c(NC(=O)CN2C(=O)C(=O)N(C(C)C)C2=O)sc(C)c1C	-4%	1%	0%	-1%	-3	1%	-7	2	0%	-21
O=C(Nc1cccc([N+](=O)[O-])c1)c1ccc2c(c1)C(=O)N(c1ccccn1)C2=O	-2%	-7%	?	-4%	-1	2%	0	0	1%	10

Entries of single compounds as entered above. Screens in order: Mito fusion yeast	Eya2 inh	ELG1 DNA repair	TCR act	KCNH2 WT inh	A-T KAP1 phos	TSHR antagonist	TRPV1 agonist	USP2a inh	KCNH2 3.1 block
CCOc1ccc(N(CC(=O)NCc2ccco2)S(=O)(=O)c2ccc(OC)c(OC)c2)cc1 is listed as -1%	-5%	0%	-1%	3	1%	3	1	3%	-23
CC(=O)Nc1ccc(S(=O)(=O)N[C@@H](C)C(=O)NC2CCCc3ccccc32)cc1 (some centres undefined) is listed as /	-37%	-3%	-8%	-11	4%	-9	/	-2%	15
